ASAP1 inh – inhibitors of human ASAP1 ArfGAP activity. ASAP1-stimulated ARF1 GTP hydrolysis, GDP FP detection. inhibition, % at 16.5 µM. Q9ULH1. hit rate 0.19% among 360,000. AID 624377; in the data active = inhibition above about 25%;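 also: 0% = vehicle with enzyme and substrate and 100% = no enzyme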
KLK7 zymogen act – activates the human kallikrein-7 zymogen. AID 652039. purified proKLK7, EDANS-DABCYL substrate fluorescence; 100% is mature enzyme control, 0% vehicle. P49862. activation, % at 7 µM. hit rate 0.9% among 370,000;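 active = activation above the mean of all tested compounds plus 3 SD, computed per campaign excluding outliers beyond control limits, cut at about 13% in these data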
ARFGAP1 inh – rat ARFGAP1 inhibition | Q62848 | Arfgap1-stimulated ARF1 GTP hydrolysis, GDP FP detection | inhibition, % at 16.5 µM | hit rate 0.26% among 360,000;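 active = inhibition above a per-plate limit, mean inhibition of low control wells plus 3 SD, cut at about 25% in these data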;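 also: 0% = DMSO wells with enzyme and 100% = wells lacking Arfgap1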
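Material: truncated rat Arfgap1 GAP domain; Incubation: compound-enzyme preincubation 20 min, reaction 120 min, detection 60 min, 25 °C; Read-out: percent inhibition of Arfgap1-stimulated GTP hydrolysis; Technique: FP, GDP Alexa 633 tracer displaced from anti-GDP antibody, 620/688 nm; Controls: No-Arfgap1 wells (100%) versus DMSO full-reaction wells (0%); Replication: single well per compound.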
Tn6 DDE FP – DD(E)-Tn6 binding inhibition, primary FP screen; P02675; AID 720509; hit rate 0.21% among 370,000; inhibition, % at 8.3 µM; Fibrin DD(E) TRITC-Tn6 fluorescence polarization displacement;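 active = inhibition above a per-campaign cutoff: mean of compounds within control limits plus 3 SD, cut at about 15% in these data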;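 also: 0% = median of all compound wells on the plate and 100% = blocking peptide control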
ADAM17 inh – ADAM17 inhibition, QFRET primary screen | P78536 | recombinant ADAM17, EDANS/DABCYL FRET peptide cleavage | inhibition, % at 6.95 µM | hit rate 0.83% among 370,000;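 active = inhibition above the mean of compounds lying between control limits plus 3 SD, set per campaign, cut at about 8.5% in these data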;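 also: 0% = DMSO-only wells as the low control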
Target sequence (P78536 215-824 limits assumed): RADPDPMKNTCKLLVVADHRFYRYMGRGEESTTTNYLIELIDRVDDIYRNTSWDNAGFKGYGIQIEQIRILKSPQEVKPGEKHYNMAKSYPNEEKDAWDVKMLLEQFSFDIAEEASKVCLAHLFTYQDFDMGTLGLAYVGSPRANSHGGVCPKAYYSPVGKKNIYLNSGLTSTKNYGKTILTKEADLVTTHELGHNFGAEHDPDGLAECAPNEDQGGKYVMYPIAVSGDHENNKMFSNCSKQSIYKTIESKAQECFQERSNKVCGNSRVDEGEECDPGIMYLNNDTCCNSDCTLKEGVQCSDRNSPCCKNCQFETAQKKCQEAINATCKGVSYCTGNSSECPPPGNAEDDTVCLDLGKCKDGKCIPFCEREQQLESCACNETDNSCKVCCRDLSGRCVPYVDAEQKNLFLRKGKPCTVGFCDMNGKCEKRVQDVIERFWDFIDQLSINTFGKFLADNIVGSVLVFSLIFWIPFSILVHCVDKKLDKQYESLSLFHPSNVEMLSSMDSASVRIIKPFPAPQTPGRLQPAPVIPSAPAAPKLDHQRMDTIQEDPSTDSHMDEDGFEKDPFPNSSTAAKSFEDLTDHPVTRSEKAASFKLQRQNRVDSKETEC
ADAM10 inh – inhibits human ADAM10. AID 720582. hit rate 0.62% among 370,000. O14672. inhibition, % at 7 µM. recombinant ADAM10, EDANS/DABCYL FRET peptide cleavage, 3 h;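 active = inhibition above a per-campaign cutoff equal to the mean of compounds falling between control-based bounds plus 3 SD, cut at about 20% in these data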;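 also: 0% = DMSO wells while the 100% control is not disclosed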
PLC-gamma1 inh – blocks human PLC-gamma1 enzyme activity; P19174; purified PLC-gamma1, fluorogenic substrate, fluorescence; inhibition, % at 12.2 µM; hit rate 0.84% among 370,000; AID 720700; in the data active = inhibition above about 9.5%
TDP2 inh – blocks human TDP2 phosphodiesterase activity; recombinant TDP2, T5PNP hydrolysis, p-nitrophenol absorbance 415 nm; inhibition, % at 12.8 µM; hit rate 0.34% among 370,000; AID 720702;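 active = inhibition above the mean of all tested compounds plus 3 SD, set per campaign, cut at about 25% in these data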;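 also: 0% = DMSO with enzyme and 100% = buffer with substrate but no TDP2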
Target sequence (O95551 whole entry, looked up): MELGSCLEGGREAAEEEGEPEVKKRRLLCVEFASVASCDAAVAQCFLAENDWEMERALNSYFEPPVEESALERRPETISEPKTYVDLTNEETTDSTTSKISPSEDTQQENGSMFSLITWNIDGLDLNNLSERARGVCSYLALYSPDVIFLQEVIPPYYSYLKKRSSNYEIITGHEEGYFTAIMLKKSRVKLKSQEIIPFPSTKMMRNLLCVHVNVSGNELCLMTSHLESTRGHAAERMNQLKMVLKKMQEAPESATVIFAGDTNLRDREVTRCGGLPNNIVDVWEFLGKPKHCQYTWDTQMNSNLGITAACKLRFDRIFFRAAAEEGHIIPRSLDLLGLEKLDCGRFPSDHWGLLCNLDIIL
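System – recombinant human TDP2 · Amount – 120 nM TDP2 per well · Buffer or medium – Mg2+-containing Tris-HCl buffer, pH 7.5 · Reagent – T5PNP substrate, 5 mM · Dosing – 12.8 µM single point, 1% DMSO · Incubation – 2 h at 37 °C · Measured by – epi absorbance · Read-out basis – percent inhibition · Benchmarks – high control without enzyme, low control DMSO plus TDP2 · Repeats – singlicate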
LEDGF integ inh – blocks HIV-1 LEDGF/p75-dependent DNA integration; TR-FRET IN-LEDGF/p75 DNA integration, Eu/Cy5; inhibition, % at 3.7 µM; AID 743269; hit rate 0.64% among 370,000;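 active = inhibition above the screen-wide mean plus 3 SD, cut at about 13% in these data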;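 also: signal is the Cy5 over europium emission ratio at 671 and 618 nm; 0% = plate median of compound wells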
Tn7 DDE FP – inhibitors of Tn7 peptide binding to human fibrin DD(E). P02675. FP displacement of FITC-Tn7 peptide from fibrin DD(E); 0% = median of compound wells per plate. inhibition, % at 8.3 µM. hit rate 0.13% among 370,000;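 active = inhibition above the mean of compounds falling within the control limits plus 3 SD of them, cut at about 14% in these data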;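 also: 0% = plate median of compound wells and 100% = 10 µM Aha-Tn7 peptide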
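Assay system: Fibrin-DD(E) protein isolated from polymerized human fibrin clots; read-out basis: percent inhibition; medium: Tris/NaCl/CaCl2 buffer, pH 7.8; signal: FP measurement; incubation: 10 min plus 3 h, room temperature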
The depositor's hits bear a star; i = inactive.

ADAM17 inh	KLK7 zymogen act	Tn6 DDE FP	PLC-gamma1 inh	Molecule	TDP2 inh	ASAP1 inh	ADAM10 inh	LEDGF integ inh	Tn7 DDE FP	ARFGAP1 inh
-9.7	1.3	2.9	-33.3	CCc1nc2c(OCCC3CCCCC3)cccn2c1N(C)C(=O)c1ccncc1	-6.8	-0.1	-21.4	0.1	-2.4	3.7
-1.2	-0.3	-3.0	1.6	COc1cc(OC)c(OC)cc1CN1CCN(Cc2ccc(SC)cc2)CC1	24.9*	11.3	-15.8	2.8	0.6	1.5
-3.0	-0.1	-0.4	0.6	CC(C)C(c1nnnn1C(C)(C)C)N1CCOCC1 (centres undefined)	-1.6	2.8	-4.8	-1.2	0.4	-21.3
0.0	0.0	-3.4	2.6	COCCSc1nnc(NC(=O)C(C)(C)C)s1	-2.6	7.7	1.3	-0.2	-0.6	7.0
-7.8	0.5	0.8	-10.6	CCOc1ccc(N=C(NC#N)SCC(=O)NC2CC2)cc1	2.2	5.7	-7.5	-3.5	-1.9	-0.5
-2.8	0.1	5.3	-0.7	Cc1cccc(N2CCN(C(=O)CCc3nc4ccccc4[nH]3)CC2C)c1 (centres undefined)	6.3	-6.4	-2.8	1.4	3.9	-4.4
-20.3	5.9	7.3	-16.9	O=C1CCCCC1Nc1ccc2ccccc2c1 (centres undefined)	-0.8	-6.9	-86.6	0.6	-10.6	5.0
-12.8	0.1	-1.2	-14.1	CCc1nnc(NC(=O)c2ccc(OC)c(S(=O)(=O)N3CCCC3)c2)s1	-9.4	-8.8	-25.7	2.2	3.9	4.7
-2.9	0.1	-6.4	2.0	CCOc1ccc(C(=O)N2CCCN(C(=O)c3ccc(OCC)cc3)CC2)cc1	6.5	4.1	-2.5	-0.4	-4.0	4.7
-1.3	0.6	4.8	1.6	CC(C)c1ccc(NC(=S)NNc2ccc(Cl)c(C(=O)O)c2)cc1	3.0	-14.2	7.3	-2.9	1.6	13.1
0.3	-0.2	0.5	3.6	CCCn1ncc(C(=O)NC2CCCN(Cc3ccc(Cl)cc3)C2)c1C (centres undefined)	-17.4	2.0	11.6	-4.4	-5.0	4.8
0.7	0.2	3.9	-0.3	Nc1ncnc2c1ccn2[C@H]1CN(Cc2ccc3c(c2)OCO3)C[C@@H](COC(=O)c2ccccc2)O1	6.9	3.2	-0.8	-2.5	6.1	3.0
1.6	0.2	-4.2	3.8	Cc1ccc(NC(=O)NC(=O)CSc2nnc(-c3ccc(OC(F)F)cc3)n2N)c(C)c1	-4.6	-3.8	8.8	2.1	2.3	-8.6
-4.2	0.2	-4.2	2.1	O=C(CN1CCOCC1)N/N=C/C=C/c1ccccc1	-14.9	3.9	-1.9	-4.6	2.3	12.2
5.3	-0.3	-11.9	5.7	CCn1c(SCC(=O)Nc2sc3c(c2C#N)CCCC3)nnc1-c1ccncc1	-13.6	-5.8	5.5	5.4	-7.8	-11.3
i	63.5*	-11.4	i	Cc1c(C)c2ccc(O)c(CN3CCN(C)CC3)c2oc1=O	-27.0	-3.6	i	4.3	-1.5	2.7
-4.7	0.0	2.5	-0.8	CCCCNC(=O)C(NC(=O)c1ccc(-c2ccccc2)cc1)C(=O)c1ccccc1 (centres undefined)	6.5	6.1	0.6	-2.7	2.6	0.1
-3.1	-0.2	-1.4	-1.2	COc1ccc(CCN(C)C(=O)CN2C(=O)NC3(CCCCCC3)C2=O)cc1OC	4.0	0.2	-8.0	-7.9	-4.0	-9.2
-6.1	0.4	-8.3	1.3	COC(=O)N/N=C(\C)c1cccs1	-14.2	9.9	-7.8	3.1	4.3	11.3
-2.7	1.1	0.9	2.6	OC(COc1ccccc1CNCc1cccnc1)CN1CCc2ccccc2C1 (centres undefined)	8.4	11.5	0.9	1.8	6.6	8.7

Next part.
ADAM17 inh	KLK7 zymogen act	Tn6 DDE FP	PLC-gamma1 inh	Molecule	TDP2 inh	ASAP1 inh	ADAM10 inh	LEDGF integ inh	Tn7 DDE FP	ARFGAP1 inh
0.5	-0.6	-6.6	7.8	O=C1NC(=S)N/C1=C\c1cccc([N+](=O)[O-])c1	-13.3	14.2	-3.9	-5.5	-3.9	14.7
-3.8	0.7	-6.2	0.3	CCCCOC1NC(=O)NC(=O)C1(F)C(=O)OCC (centres undefined)	0.8	-15.1	-10.1	-2.0	-0.6	8.9
-5.7	0.5	-0.4	2.9	CCCCn1nnnc1C1(C)CCC(=O)N1CCOc1ccccc1 (centres undefined)	11.0	9.1	-2.0	-0.7	2.3	10.7
-4.1	0.3	-2.5	0.0	COCCNC(=O)C(c1ccc(C)o1)N(C(=O)C(=O)NC1CCCCC1)c1ccc(F)cc1 (centres undefined)	0.3	-8.9	-1.5	0.6	3.3	3.2
-3.8	-0.3	-3.8	2.5	COc1ccc(C(C)(C)C)cc1NC(=O)C1CC(=O)N(C2CCCC2)C1 (centres undefined)	-9.2	-1.4	-14.7	-1.5	4.1	10.9
0.9	-0.1	-3.2	0.7	O=C(CSC1=NC2(CCCCC2)N=C1c1ccccc1)Nc1ccc2c(c1)OCCO2	6.2	5.6	-6.8	-1.1	-0.3	14.8
1.3	0.2	7.0	0.4	CCOc1ccc(S(=O)(=O)Nc2ccccc2C(=O)N2CCOCC2)cc1	0.0	4.2	2.9	0.6	7.0	-9.9
-2.6	-0.2	1.4	1.0	CC1CCCN(C(=O)c2cn(-c3ccccc3)nc2-c2cccnc2)C1 (centres undefined)	-0.3	-0.7	-7.6	0.8	-8.8	2.5
0.8	-0.2	7.4	1.5	CC1CN(Cc2ccccc2)C(=S)NC1=O (centres undefined)	1.6	-1.6	0.1	3.1	9.3	7.9
1.6	0.0	-5.2	3.5	CCc1nnc(NC(=O)COc2ccccc2[N+](=O)[O-])s1	-0.1	-11.9	3.5	4.0	3.5	-0.5
-0.1	0.2	9.9	0.0	CSCCC(C(=O)NCc1cccs1)N1C(=O)c2ccccc2C1=O (centres undefined)	-3.6	-9.6	2.2	-2.3	3.0	-3.4
0.0	0.6	-5.5	0.5	O=C(Nc1cccc(C(F)(F)F)c1)Nc1ccc2nc([C@@H]3O[C@H](CO)[C@@H](O)[C@H](O)[C@H]3O)[nH]c2c1	-2.0	3.1	-0.1	1.1	-3.6	2.4
-2.4	0.1	2.6	3.6	Nc1c(C(=O)CSc2nnc(Nc3ccc(F)cc3)s2)c(=O)[nH]c(=O)n1C1CC1	-0.9	3.9	-0.6	5.9	-2.3	7.4
-2.2	0.1	3.4	-1.1	COc1ccc(C(=O)CCC(=O)NCc2cc(OC)cc(OC)c2)cc1	-23.4	-8.4	8.6	-10.2	8.0	-7.5
-1.5	0.0	4.6	3.6	O=C(CN1CCCC1)Nc1c(C(=O)C2CC2)oc2ccccc12	-4.0	-13.3	-3.3	3.0	2.4	4.4
0.9	0.3	-2.5	0.4	CN1CCN(C(CNC(=O)C(=O)NC2CCCC2)c2ccc(F)cc2)CC1 (centres undefined)	-3.2	-2.1	-9.2	1.0	-2.5	-3.7
-3.1	-0.3	-5.3	0.0	CC(=O)c1c(C)[nH]c(C(=O)OCC(=O)N2CC(C)OC(C)C2)c1C (centres undefined)	3.6	11.2	-2.2	-4.9	-1.7	0.1
-189.6	-0.6	-7.7	-187.7	COC(=O)c1ccc(C(=O)OC)c(NC(=S)N2CC(C)CC(C)C2)c1 (centres undefined)	1.9	-6.0	i	-4.2	9.3	6.8
-6.0	0.3	-3.2	1.6	O=C(Oc1ccc(Br)cc1)C1CCN(C2=NS(=O)(=O)c3ccccc32)CC1	8.6	24.7*	-5.5	-4.0	2.5	0.3
-8.6	-0.3	8.5	-22.3	CSC1=Nc2sc3c(c2C2=NCCN12)CC(C)(C)OC3	-3.9	1.0	-24.9	3.2	2.2	3.2

Following part.
ADAM17 inh	KLK7 zymogen act	Tn6 DDE FP	PLC-gamma1 inh	Molecule	TDP2 inh	ASAP1 inh	ADAM10 inh	LEDGF integ inh	Tn7 DDE FP	ARFGAP1 inh
2.2	-0.4	-7.3	3.1	COc1ccc(CC(=O)Nc2cccc(-c3csc(C)n3)c2)cc1	-6.2	9.4	-3.8	-1.2	-3.2	14.9
-0.6	-0.4	3.7	-5.2	CCN(CC)C(=O)CSc1nnc(-c2cnccn2)n1-c1ccc(C)cc1	-3.8	-9.9	-3.2	-2.1	4.3	-18.7
2.5	0.0	-1.2	6.5	O=c1c(-c2ccccc2)cocc1-c1ccccc1	-4.5	-8.0	-22.8	-0.4	-5.6	8.8
-2.5	-0.8	4.7	-8.1	COc1ccc2cc(-c3[nH]ncc3CN3CCCC3c3nonc3C)ccc2c1 (centres undefined)	1.9	-5.3	-2.3	-2.6	0.8	11.5

Copied from the list:
Entry of COc1ccc(C(C)(C)C)cc1NC(=O)C1CC(=O)N(C2CCCC2)C1 (centres undefined) under ARFGAP1 inh: 10.9
Entry of CCCCNC(=O)C(NC(=O)c1ccc(-c2ccccc2)cc1)C(=O)c1ccccc1 (centres undefined) under LEDGF integ inh: -2.7
Entry of CCCn1ncc(C(=O)NC2CCCN(Cc3ccc(Cl)cc3)C2)c1C (centres undefined) under TDP2 inh: -17.4
Entry of Cc1ccc(NC(=O)NC(=O)CSc2nnc(-c3ccc(OC(F)F)cc3)n2N)c(C)c1 under LEDGF integ inh: 2.1

With a hit mark in ASAP1 inh (from the list above):
ADAM17 inh	KLK7 zymogen act	Tn6 DDE FP	PLC-gamma1 inh	Molecule	TDP2 inh	ASAP1 inh	ADAM10 inh	LEDGF integ inh	Tn7 DDE FP	ARFGAP1 inh
-6.0	0.3	-3.2	1.6	O=C(Oc1ccc(Br)cc1)C1CCN(C2=NS(=O)(=O)c3ccccc32)CC1	8.6	24.7*	-5.5	-4.0	2.5	0.3

Screening data deposited in PubChem BioAssay by The Scripps Research Institute Molecular Screening Center.
